Screens: PubChem, Sanford-Burnham Center for Chemical Genomics
XBP1 UPR activ – activators of adaptive arm of unfolded protein response (XBP1); 330,000 compounds, 0.33% hits; activation, % at 20 µM; CHO-XBP1 luciferase reporter, IRE1-XBP1 UPR activation, luminescence; percent of tunicamycin response, DMSO as zero; AID 463104;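 active = versus positive control, 20 µM dose yields 30% or more activation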;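 also: 100% = tunicamycin at 10 µg/mL and 0% = DMSO only wells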
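Material – CHO cell line with stable XBP1 luciferase reporter · Buffer or medium – F12 plus 10% FBS · Compound – single point, 20 µM final compound, 1% DMSO · Schedule – 16-18 h cell attachment at 37 °C, then 6 h compound exposure · Signal – Steady-Glo luminescence read · Benchmarks – high control tunicamycin 10 µg/mL final, low control DMSO vehicle only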
697 NFkB inh – inhibitors of the PMA/ionomycin-induced NF-kB reporter in 697 B cells | 697 B-cell NF-kB luciferase reporter, 16 h | 330,000 compounds, 0.33% hits | inhibition, % at 4 µM; in the data active = inhibition above about 35%
Mdm2-MdmX inh – disrupts the human Mdm2-MdmX interaction; O15151+Q00987; SaOS-2 split-luciferase Mdm2/MdmX complementation, luminescence; inhibition, % at 8 µM; 330,000 compounds, 3% hits; AID 485346;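 active = inhibition of at least 50% at 8 µM in the primary screen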
Target sequence (O15151 whole entry, looked up): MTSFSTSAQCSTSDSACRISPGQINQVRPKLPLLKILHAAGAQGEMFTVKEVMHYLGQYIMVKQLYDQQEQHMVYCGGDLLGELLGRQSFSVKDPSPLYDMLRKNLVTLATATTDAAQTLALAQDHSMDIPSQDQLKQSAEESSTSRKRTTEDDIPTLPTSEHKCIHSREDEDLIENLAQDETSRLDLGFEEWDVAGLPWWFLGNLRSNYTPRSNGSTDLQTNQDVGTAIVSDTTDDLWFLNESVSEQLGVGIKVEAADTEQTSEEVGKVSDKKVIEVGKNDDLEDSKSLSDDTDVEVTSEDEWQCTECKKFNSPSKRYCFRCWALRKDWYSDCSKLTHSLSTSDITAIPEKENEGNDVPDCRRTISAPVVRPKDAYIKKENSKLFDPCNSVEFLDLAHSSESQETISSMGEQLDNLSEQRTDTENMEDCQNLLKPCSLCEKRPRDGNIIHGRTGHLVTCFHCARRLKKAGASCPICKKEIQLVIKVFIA
Target sequence (Q00987 whole entry, looked up): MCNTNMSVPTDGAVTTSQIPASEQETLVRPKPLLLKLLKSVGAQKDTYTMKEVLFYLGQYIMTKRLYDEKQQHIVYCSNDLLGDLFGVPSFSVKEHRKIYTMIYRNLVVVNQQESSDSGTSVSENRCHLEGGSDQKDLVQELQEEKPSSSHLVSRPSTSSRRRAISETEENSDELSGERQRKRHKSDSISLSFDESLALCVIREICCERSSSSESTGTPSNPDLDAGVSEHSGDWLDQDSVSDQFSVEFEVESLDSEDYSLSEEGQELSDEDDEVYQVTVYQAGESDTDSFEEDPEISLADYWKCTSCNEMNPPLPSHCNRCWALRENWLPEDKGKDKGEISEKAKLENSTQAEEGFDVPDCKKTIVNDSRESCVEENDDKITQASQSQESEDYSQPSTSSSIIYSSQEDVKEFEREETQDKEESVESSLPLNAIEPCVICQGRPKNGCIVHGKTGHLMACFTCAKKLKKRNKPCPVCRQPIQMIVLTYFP
tim23-1 inh – tim23-1 yeast growth inhibition | S. cerevisiae tim23-1 growth, BacTiter-Glo luminescence, 24 h | inhibition, % at 20 µM | 330,000 compounds, 1.3% hits | AID 463212;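 active = growth inhibition of the mutant yeast at or above 50%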;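 also: temperature-sensitive mutant grown at 25 °C; plate controls were DMSO-treated mutant yeast for no effect and medium wells lacking yeast for full effect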
CHOP UPR activ – apoptotic UPR (CHOP) activation; CHO-CHOP luciferase reporter, luminescence; percent of tunicamycin response over DMSO baseline; activation, % at 10 µM; 330,000 compounds, 0.34% hits; AID 449763;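 active = at 10 µM dose, activation of 40% or more, normalized to positive control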;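 also: 100% = tunicamycin at 10 µg/mL and 0% = DMSO alone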
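assay system = CHO CHOP reporter cells | amount = 500 CHO-CHOP cells per well | buffer or medium = F12 with 10% FBS | incubation = 16-18 h cell attachment, then 6 h compound exposure, 37 °C | detection = luminescence read with Steady-Glo | read-out = percent activation relative to tunicamycin control | controls = tunicamycin high control, DMSO low control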
TIM10 inh – TIM10 yeast growth inhibition; S. cerevisiae TIM10 strain growth, BacTiter-Glo luminescence, 24 h; inhibition, % at 10 µM; 330,000 compounds, 1.4% hits; AID 463195;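 active = inhibition of 40% or more at the single tested concentration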;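 also: wild-type TIM10 isogenic control strain grown at permissive 25 °C; 0% = DMSO yeast wells and 100% = minimal medium wells without yeast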
Jurkat NFkB inh – inhibitors of the PMA/ionomycin-induced NF-kB reporter in Jurkat cells | PMA/ionomycin-induced NF-kB luciferase reporter, luminescence | inhibition, % at 4 µM | 330,000 compounds, 0.53% hits; in the data active = inhibition above about 50%
tim10-1 inh – tim10-1 yeast growth inhibition; 330,000 compounds, 2.2% hits; S. cerevisiae tim10-1 ts strain growth, BacTiter-Glo, 24 h; inhibition, % at 20 µM;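 active = inhibition of at least 40%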;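 also: mutant grown at 25 °C; 0% = DMSO wells with yeast and 100% = wells holding no yeast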
Starred values were filed as active, the others as inactive.

Fields – Jurkat NFkB inh	697 NFkB inh	tim10-1 inh	XBP1 UPR activ	tim23-1 inh	Mdm2-MdmX inh	CHOP UPR activ	TIM10 inh
- COC(=O)c1cnc(SCc2ccc(C)cc2)n1C
 : -9.5	-21.7	10.2	1.8	-0.2	7.0	2.4	17.1
- COC(=O)c1cccc(N(CC(=O)NC2CCCC2)C(=O)CNC(=O)c2cccs2)c1
 : 8.0	9.8	-2.5	-1.7	2.2	5.4	0.3	15.3
- COCCNC(=O)c1cn(C(C)c2ccccc2F)nn1 (stereo not drawn)
 : -2.9	4.9	-22.4	-1.4	16.1	4.9	0.3	3.2
- COc1cc(NC(=O)COC(=O)c2cnccn2)c(C)cc1[N+](=O)[O-]
 : -7.4	-9.1	-3.7	-1.2	-4.0	-1.4	0.2	-16.4
- COc1ccccc1/C=C/c1ccc2cccc(O)c2n1
 : -86.5	-142.4	14.8	5.8	13.0	-52.5	5.0	15.8
- COc1ccc2cc3cc(C(=O)N4CCCCC4C)oc3nc2c1 (stereo not drawn)
 : -156.5	-234.1	24.5	1.0	50.4*	-130.1	1.8	24.3
- CC(C)(C)c1cc(C(=O)NCC(=O)OCC(=O)c2cccc([N+](=O)[O-])c2)cc(C(C)(C)C)c1
 : 1.4	0.7	15.5	-0.1	10.9	1.7	-1.7	-7.5
- CCN(CC)c1ccc(NC(=S)NC(=O)c2cccs2)cc1
 : -84.6	-72.2	14.3	1.4	42.1	-23.1	1.4	28.0
- C=CCc1c(C)[nH]c(=S)c(C#N)c1C
 : -9.5	-5.5	26.7	-2.6	9.7	-42.0	-0.8	8.0
- O=C(N/N=C/c1ccc(Sc2nc3ccccc3[nH]2)o1)c1ccncc1
 : -2.2	-6.5	2.6	3.8	6.6	-13.8	-0.1	3.5
- Cn1c2c(c(=O)c3ccccc31)CCCC2
 : -12.1	4.8	12.6	-5.6	9.4	2.0	2.2	-0.2
- Cc1cccc(N=C2NC(=O)/C(=C/c3cccs3)S2)c1
 : 8.2	-0.8	13.4	5.1	49.9	-0.5	5.7	31.2
- COc1ccc(N(CC(=O)NC2CC3CCC2C3)S(=O)(=O)c2ccccc2)cc1OC (stereo not drawn)
 : -18.5	-25.1	26.4	3.2	27.8	-2.6	-0.6	14.2
- Cc1cc(-c2ccco2)n(-c2ccccc2)n1
 : -2.2	1.1	26.2	4.6	33.4	0.7	0.8	10.2
- COc1cc(C(=O)OCC(=O)c2cc(C)n(CC3CCCO3)c2C)ccc1OCC(=O)N1CCOCC1 (stereo not drawn)
 : 9.1	-5.2	2.2	-1.5	9.3	4.6	-1.4	17.6
- O=C(NCCS(=O)(=O)N1CCN(c2ccc(F)cc2)CC1)c1ccc(Br)o1
 : 2.4	-6.1	6.4	-7.4	24.9	11.6	-2.5	4.8
- Cn1c(CN2CCCCC2)nc2cc([N+](=O)[O-])ccc21
 : -3.6	19.3	-9.8	-2.2	10.0	31.6	-1.3	-8.8
- COCCNS(=O)(=O)c1cc(Br)ccc1OC
 : 3.5	9.5	10.3	0.6	-5.4	-21.0	-1.9	2.7
- Cc1nnc(SCC(=O)Nc2nsc(-c3ccc(C(C)(C)C)cc3)n2)s1
 : -153.2	-136.4	39.4	3.4	51.5*	-161.8	4.7	17.8
- Cc1cc2c(n1-c1ccc(Cl)cc1)CC(C)(C)CC2=O
 : 9.6	17.0	35.0	0.0	36.1	17.5	3.3	38.0
- Cc1ccsc1C(=O)OC1CCOC1=O (stereo not drawn)
 : -5.0	12.4	10.2	-2.0	11.7	2.4	0.2	-24.0
- CN(C(=O)c1cccs1)c1ccc(OCC(=O)N2CCC(C(N)=O)CC2)cc1
 : 14.5	8.4	5.0	-0.4	-2.9	23.4	0.2	2.0
- COc1ccc(C(=O)N2CCN(c3ccc(C)cc3)CC2)cc1OC
 : 9.4	6.3	15.5	-1.3	16.6	-19.5	-1.0	2.5
- O=C(NCC1(c2ccccc2)CCCC1)C1(c2ccccc2)CCCC1
 : -6.6	11.6	28.2	-3.4	11.4	5.6	0.2	10.3
- COc1cccc(C2=CC(=O)C[C@H](c3ccc(Cl)cc3)C2)c1
 : -2.1	-5.3	-0.4	-1.1	33.9	-2.0	-0.9	-2.5
- CCOC(=O)c1cc2c(=O)n3ccccc3nc2n(C(C)C)c1=NC(=O)c1c(-c2ccccc2Cl)noc1C
 : -4.2	-17.8	35.3	4.6	16.5	-16.3	0.5	30.2
- Cc1nn(CCCC(=O)Nc2cc(Oc3ccc(F)cc3)cc([N+](=O)[O-])c2)c(C)c1[N+](=O)[O-]
 : -2.6	1.2	41.4*	-1.9	32.2	44.4	1.9	16.4
- CCc1ccc(CN(C)C(=O)C2CCC(=O)N(Cc3cccc(OC)c3)C2)nc1 (stereo not drawn)
 : -13.0	-40.8	13.1	-5.7	10.8	-6.3	1.2	8.9
- COc1ccc(NC(=O)CCOc2ccc(C)cc2)c(OC)c1
 : 0.1	-14.7	9.8	-0.5	10.4	19.9	-0.5	6.5
- CC1(C)CC(=O)c2cc(C(=O)NNc3ccccc3)c(=O)n(-c3ccccc3)c2C1
 : 3.5	18.4	-15.1	-0.4	-11.0	-7.6	3.8	-19.5

Pulled by compound from above, two records:
Fields – Jurkat NFkB inh	697 NFkB inh	tim10-1 inh	XBP1 UPR activ	tim23-1 inh	Mdm2-MdmX inh	CHOP UPR activ	TIM10 inh
- Cc1ccsc1C(=O)OC1CCOC1=O (stereo not drawn)
 : -5.0	12.4	10.2	-2.0	11.7	2.4	0.2	-24.0
- O=C(N/N=C/c1ccc(Sc2nc3ccccc3[nH]2)o1)c1ccncc1
 : -2.2	-6.5	2.6	3.8	6.6	-13.8	-0.1	3.5

The listing continues:
Fields – Jurkat NFkB inh	697 NFkB inh	tim10-1 inh	XBP1 UPR activ	tim23-1 inh	Mdm2-MdmX inh	CHOP UPR activ	TIM10 inh
- Cn1nc(C(F)(F)F)cc1-c1ccc(/C=C(\C#N)C(=O)c2cccc(C(F)(F)F)c2)s1
 : -3.9	-34.9	22.0	2.0	25.8	-2.5	4.9	22.5
- O=C(CCC1CCCCC1)NC1CCCCC1
 : -12.1	-20.7	7.7	-1.2	21.8	-12.8	3.0	11.8
- O=C(Nc1ccccc1C(=O)Nc1ccccc1C(=O)NCc1ccco1)c1ccco1
 : 5.4	3.3	22.3	-2.6	28.1	19.3	0.7	32.0
- Cc1ccc(-n2c(=O)[nH]cc(C(=O)Nc3ccc4c(c3)OCCO4)c2=O)cc1
 : 10.4	-6.3	8.0	-2.2	-8.0	2.1	0.2	1.1
- O=C(O)c1ccc2cccc(O)c2n1
 : -3.9	-6.2	-13.4	-1.6	-0.7	17.2	-1.8	4.4
- COc1ccc(NC(=O)c2ccc(CN3CCN(c4ccccc4)CC3)cc2)cc1
 : 47.9	-2.1	13.7	0.7	15.7	38.2	1.3	5.8
- C=C(C)CNC(=S)NNC(=O)c1ccc(Br)cc1
 : -11.0	-8.4	21.3	-0.3	8.0	-9.1	0.6	-11.3
- Cc1ccc(CN2CCC(n3nccc3NC(=O)CCOc3ccccc3)CC2)cc1C
 : 5.9	-8.7	13.2	-3.7	5.9	40.6	2.9	-2.1
- CC1=C(C(N)=O)C(c2ccccc2)n2nc(-c3ccncc3)nc2N1 (stereo not drawn)
 : 3.1	3.0	2.8	-0.8	17.8	16.3	0.7	-0.5
- CCN(CC)C(=O)COc1coc(CN2CCN(c3ccc(F)cc3)CC2)cc1=O
 : 3.4	-6.1	-15.6	-8.0	-9.2	6.8	2.7	-5.4
- CCCCOc1ccc(C(=O)NCC(=O)NCC(c2ccc(F)cc2)N2CCOCC2)cc1 (stereo not drawn)
 : 15.0	14.3	-5.6	-3.9	-3.5	7.1	0.2	1.7
- CCc1ccc(CN2CCN(C(=O)c3cccc(OC)c3OC)CC2)cc1
 : 28.5	-38.1	32.4	-3.4	15.8	-1.3	0.3	10.7
- COc1ccc(CCNC(=O)C2CCN(S(=O)(=O)N3CC(C)CC(C)C3)CC2)cc1OC (stereo not drawn)
 : 8.9	-9.5	0.8	-2.0	9.7	5.9	-1.0	-0.4
- CC(OC(=O)c1ccc(Cl)nc1)C(=O)Nc1ccc2c(c1)OCO2 (stereo not drawn)
 : -14.5	10.7	-9.3	1.3	5.0	5.2	4.8	-5.6
- COC(=O)C(NS(=O)(=O)c1ccc(C)cc1)c1ccccc1 (stereo not drawn)
 : -3.9	6.9	32.9	-0.6	9.9	12.1	-0.6	13.3
- COc1ccc2[nH]cc(CC(=O)O)c2c1
 : 5.0	19.4	-6.1	-1.1	2.7	-0.3	1.3	2.2
- Cc1cc(C)cc(Nc2ncc3c(n2)CCCC3=O)c1
 : -77.9	-121.8	16.6	-5.3	20.2	-2.5	-3.7	8.7
- CC(=O)N1CCC2(CC1)C(C#N)=C(N)OC1=C2C(=O)CC(C)(C)C1
 : 15.3	-0.9	10.0	-4.3	2.6	3.6	0.7	-9.1
- Cc1ccc(S(=O)(=O)N(C)CC(=O)N2CCN(C(=O)c3ccco3)CC2)cc1
 : 4.3	11.9	15.1	-3.7	7.5	6.6	-1.7	-10.0
- N#Cc1cc(-c2ccccc2)nc(NN)n1
 : 13.7	4.4	28.6	-3.8	30.3	45.3	-0.7	23.1
- Cc1nc2ncnn2c(Nc2ccc3c(c2)OCCO3)c1C
 : 16.5	8.4	10.9	-1.8	13.2	3.8	-1.6	-8.5
- CSc1nc(N(C)NC(=O)c2ccc(F)cc2)c2ccccc2n1
 : 50.5*	-1.2	16.6	0.3	11.2	49.8	-2.7	-4.5
- CC1CN(Cc2nc3c(c(=O)n(C)c(=O)n3C)n2CCc2ccccc2)CC(C)O1 (stereo not drawn)
 : -2.4	6.0	4.9	-4.5	3.5	9.2	-1.4	-0.1
- COc1cccc(-c2cccc(NC(=O)C3CCN(CC4CCOC4)CC3)c2)c1 (stereo not drawn)
 : -7.9	9.3	-1.4	-3.7	-1.1	7.8	-2.5	-2.3
- Cn1ncc([N+](=O)[O-])c1C(=O)Nc1ccc(-c2nc3ccccc3[nH]2)cc1
 : -81.3	-37.3	-15.1	-0.1	4.4	-3.0	3.0	10.2
- CCOC(=O)[C@H]1[C@H]2COc3cc(OC)ccc3[C@@H]2N2C(=O)CN(Cc3ccc(C)cc3)C(=O)[C@@]12C
 : -4.4	-2.2	12.5	-1.6	16.7	-4.5	0.3	3.5
- O=C(CCC(=O)N1CCN(S(=O)(=O)c2ccccc2)CC1)c1cccs1
 : -8.7	-6.8	28.1	0.8	19.8	4.6	2.1	-11.8
- Cc1ccc(NC(=O)CC(=O)c2ccccc2)cc1C
 : -44.2	-12.7	-28.1	8.6	13.6	-62.7	6.9	8.6
- COc1ccc(C(=O)N2CCCCCC2)cc1S(=O)(=O)N1CCOCC1
 : 19.3	4.8	0.3	-5.7	2.6	17.5	-0.3	2.9
- C=CCN1C(=O)C(Cc2ccc(OCC)cc2)SC1=Nc1ccc(C(=O)O)cc1 (stereo not drawn)
 : 10.9	6.3	8.1	-1.3	1.7	7.4	1.9	1.3
- C=CCN(CC=C)C(=O)C1CC(=O)N(c2ccc(Br)cc2)C1 (stereo not drawn)
 : -8.8	-9.7	1.5	-2.3	9.7	-2.4	1.9	-8.8
- COc1ccc(-c2noc(N3CCC(C(=O)N4CCN(c5ccccn5)CC4)CC3)n2)cc1
 : 25.6	-39.3	31.9	-0.6	40.5	-33.2	1.7	35.6
- O=C(CSc1ncccn1)NN=C1CCCCCC1
 : 10.5	-10.3	5.5	1.7	5.9	-46.9	0.6	1.4
- Nc1cc2c(cc1[N+](=O)[O-])OCCOCCOCCO2
 : 7.6	27.9	10.0	1.2	6.0	2.0	1.3	-2.3

Marked active in Jurkat NFkB inh, of those listed so far:
SMILES | Jurkat NFkB inh | 697 NFkB inh | XBP1 UPR activ | Mdm2-MdmX inh
CSc1nc(N(C)NC(=O)c2ccc(F)cc2)c2ccccc2n1 | 50.5* | -1.2 | 0.3 | 49.8
